DT40 TDP1 no CPT: qHTS for Inhibitors of human tyrosyl-DNA phosphodiesterase 1 (TDP1): qHTS in cells in absence of CPT | Potency, µM (series often up to 46.2 µM), inactives show at the highest dose activity change, negative = growth inhibition, hits mostly inhibitors | DT40 Tdp1-/- hTDP1 cells, no CPT, ATP luminescence, 48 h | hit rate 15% among 420,000; further: nearly all actives have a fitted effect of over 55% in size
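DT40 Tdp1-/-;hTDP1 cells, no CPT (DMSO vehicle only), 400 cells/well; compounds pin-transferred; ≥48 hr, 37 °C; CellTiter-Glo 30 min RT dark, luminescence read.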
GCN5L2 inh: GCN5L2 (KAT2A) acetyltransferase inhibition. hit rate 0.21% among 390,000. AID 504327. GCN5L2 HAT assay, ThioGlo1 CoA-SH fluorescence. Q92830. Potency, µM (top dose mostly 58.9 µM), for the others: top-dose activity change, negative = inhibition, usual class: inhibitors
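qHTS, 1536-well. 20nM enzyme, pH 7.5 HEPES/EDTA/Tween-20 buffer; 15 min compound preinc., RT. Start: 75uM H3(1-25), 70uM AcCoA, 50uM ThioGlo1. Read Ex340/Em540 at t=0 (autofluorescence flag) and t=20 min.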
TDP1 block: inhibitors of human tyrosyl-DNA phosphodiesterase TDP1 | Q9NUW8 | recombinant TDP1, AlphaScreen DNA substrate cleavage | Potency, µM (series often up to 130 µM), for inactives: at the top dose activity change, negative = inhibition, hits mostly inhibitors | hit rate 0.28% among 350,000; further: nearly all actives have a fitted effect of over 40% in size
Target sequence (Q9NUW8 whole entry, looked up): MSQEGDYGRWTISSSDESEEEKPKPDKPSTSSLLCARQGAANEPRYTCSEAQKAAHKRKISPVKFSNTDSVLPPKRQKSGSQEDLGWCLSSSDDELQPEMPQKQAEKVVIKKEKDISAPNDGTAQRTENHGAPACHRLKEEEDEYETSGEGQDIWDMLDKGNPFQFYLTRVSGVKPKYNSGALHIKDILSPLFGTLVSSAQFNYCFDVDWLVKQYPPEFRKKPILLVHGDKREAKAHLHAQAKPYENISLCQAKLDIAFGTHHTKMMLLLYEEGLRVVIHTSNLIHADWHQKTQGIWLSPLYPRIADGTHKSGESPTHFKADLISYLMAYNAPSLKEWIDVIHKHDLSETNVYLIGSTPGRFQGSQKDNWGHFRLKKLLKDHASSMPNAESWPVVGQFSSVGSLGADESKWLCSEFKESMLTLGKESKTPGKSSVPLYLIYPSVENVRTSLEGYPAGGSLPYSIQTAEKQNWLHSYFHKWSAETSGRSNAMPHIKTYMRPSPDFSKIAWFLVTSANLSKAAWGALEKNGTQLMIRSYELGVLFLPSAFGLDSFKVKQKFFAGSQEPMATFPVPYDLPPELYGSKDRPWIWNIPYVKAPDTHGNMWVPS
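Enzyme-compound mixtures sat 15 min at room temperature, followed by a 5 min reaction with 15 nM final substrate and 10 min with AlphaScreen beads. Recombinant human Tdp1 was used at 1 nM final.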
* = called active by the depositor; ? = inconclusive; / = not tested or not shown; & = joins results of further samples; [ ] = another dose, or the depositor's remark. The call rests on the fitted dose curve; in most records, active means well fitted curve in the direction sought with a large enough effect; inconclusive means small, poorly fitted or top-dose-only effect, or another doubt; inactive means no such curve, though single readings can be large; an effect the other way counts as inactive or inconclusive. On the % scale 0 is the no-effect control and ±100 the full control effect; potency means the concentration at half of the fitted maximal effect. Some of the compounds tested (hit frequency here may not be typical).

SMILES | DT40 TDP1 no CPT | GCN5L2 inh | TDP1 block
O=C(OCCN=C1NS(=O)(=O)c2ccccc21)C1CC(=O)N(c2ccc3ccccc3c2)C1 (centres undefined) | -1% | -3% | -1%
Cc1ccc(SC(=O)COc2ccc(C)c(C)c2)cc1 | -15% | 0% | 3%
CCNc1nc(SC(C)C(=O)OC)nc(N2CCOCC2)n1 (centres undefined) | -5% | -4% | -6%
COc1cc(/C=N/NC(=O)c2cccc(NC(=O)c3ccccc3C)c2)ccc1O | ? | -5% | /
NC(=O)CN1CCN(c2nc(-c3ccc(F)cc3)cs2)CC1 | ? | 22% | -6%
O=[N+]([O-])c1cc(Cl)cc(/C=N\Nc2ccccn2)c1O | 5.2µM* | -4% | 13%
c1ccc(-n2c(SCC3CCCCO3)nnc2-c2cccs2)cc1 (centres undefined) | ? | -5% | -1%
COc1ccc(/C=C2/C(=O)N(c3cccc(F)c3)N=C2C)c(OC)c1 | 6% | -4% | /
COc1ccc(-c2cc(C(F)(F)F)nc(N)n2)cc1 | -1% | 1% | -3%
CC(=O)Nc1ccc(C2=NN(c3ccccc3)C(c3ccccc3)C2)cc1 (centres undefined) | 23µM* | ? | /
CC1(NC(=S)NCCO)CCS(=O)(=O)C1 (centres undefined) | -15% | 2% | -3%
CCN(C(=O)COC(=O)C(Cc1ccccc1)N1C(=O)c2ccccc2C1=O)C1CCS(=O)(=O)C1 (centres undefined) | -26% | -1% | 3%
CC(C)OC(=O)c1ccc(NC(=O)Cn2c(-c3nonc3N)nc3ccccc32)cc1 | -13% | -2% | /
COc1ccc(-n2ncc3c(NC(C)(C)CO)ncnc32)cc1 | -27% | 2% | -3%
CCN(CC(=O)NC1CCS(=O)(=O)C1)S(=O)(=O)c1ccc(Cl)cc1C(F)(F)F (centres undefined) | -13% | 4% | 2%
COc1ccc(C2C(C(N)=O)=C(C)Nc3nc(-c4ccccc4Cl)nn32)cc1 (centres undefined) | -24% | 1% | /
CC(=O)Nc1ccc(NC(=O)C2c3ccccc3Oc3ccccc32)cc1 | -2% | -6% | 5%
CC(C)N(CC(N)=O)c1ncnc2sc(-c3ccccc3)cc12 | ? | -4% | /
CC(C)(C)c1csc(N/N=C/c2ccc(O)cc2)n1 | ? | -9% | 11%
CCN1CCN(C(=O)c2ccc(CN(c3ccccc3)S(=O)(=O)c3ccccc3)cc2)CC1 | -54% | -2% | -5%
Cc1ccc(S(=O)(=O)N2CCN(C(=O)CC(C)(C)C)CC2)cc1 | -25% | -1% | -2%
COc1ccc(C)cc1NC(=O)COCc1cc(-c2cccs2)on1 | ? | -8% | 0%
Cn1c2c(c(=O)n(C)c1=O)C(c1ccc(O)cc1)Nc1ccccc1O2 (centres undefined) | -2% | -8% | 7%
CCc1sc(C(=O)Nc2ccc(F)cc2C)cc1C | -39% | -6% | -3%
Cc1ccc(Sc2ccc(C(=O)NC(C)C)cc2[N+](=O)[O-])cc1 | ? | -4% | 5%
C/C(=N\NC(=O)c1nnn(-c2nonc2N)c1CSc1ccc(Cl)cc1)c1cccnc1 | 4% | -10% | 2%
CCCNC(=O)OC[C@H]1O[C@H](CCO/N=C/[C@@H](OC)[C@H](C)/C=C/CC(=O)OC)C=C[C@@H]1Oc1ccc(OC)cc1 | / | -5% | -4%
COc1ccc(NC(=O)N2CCCC3(CCN(C(=O)c4ccc(OC)cc4)CC3)C2)cc1 | -30% | 8% | /
Cc1cc(C)c(OCC(=O)NCC2CCCO2)c(C)c1 (centres undefined) | 0% | 0% | 5%
CC(=O)N1CCN(CC(=O)c2ccc(Br)cc2)CC1 | -21% | -3% | 2%

Some values from the entries so far.
c1ccc(-n2c(SCC3CCCCO3)nnc2-c2cccs2)cc1 (centres undefined) @ GCN5L2 inh: -5%
CC(=O)Nc1ccc(C2=NN(c3ccccc3)C(c3ccccc3)C2)cc1 (centres undefined) @ DT40 TDP1 no CPT: 23µM*

More records:
SMILES | DT40 TDP1 no CPT | GCN5L2 inh | TDP1 block
Cn1c(N)c(C(=O)COC(=O)c2ccccc2C(F)(F)F)c(=O)n(C)c1=O | ? | 1% | -6%
COc1ccc2c(c1)cc1c(=O)n(CC(=O)NC(C)C)nc(C)n12 | -15% | -6% | 0%
CCN(CC(=O)NCc1cccs1)C(=O)c1ccccc1Cl | -5% | -7% | 1%
COc1ccccc1OCCOCCOc1ccccc1Cl | -2% | 1% | -5%
c1ccc(CSc2nnnn2-c2ccccc2)cc1 | 0% | -5% | -2%
COC(=O)CCC(=O)Nc1cccc2c(NC(=O)CCC(=O)OC)cccc12 | -14% | -4% | -11%
CCOc1ccc(NS(=O)(=O)c2cc(NC(=O)c3ccc(C)cc3)ccc2Cl)cc1 | 2.6µM* | -17% | 0%
CC(=O)c1ccc(NC(=O)Cn2c(=O)nc(-c3ccccc3)c3cc(Cl)ccc32)cc1 | 3% | -3% | 1%
COc1nc(C#N)nc(N(C)C)n1 | ? | -1% | -2%&1%
C/C(=N\NC(=O)C1CC1)c1ccc(N2CCOCC2)cc1 | -1% | -1% | 4%
Cc1ccc(C(=O)C(C)OC(=O)CCN=C2NS(=O)(=O)c3ccccc32)cc1 (centres undefined) | -15% | 0% | 2%
COc1ccc(Cn2nnnc2C(c2cccs2)N2CCSCC2)cc1 (centres undefined) | ? | 0% | 2%
O=C(NC1CCCCC1)c1ccc(CSc2nc3ccncc3n2Cc2ccccc2F)cc1 | ? | -8% | 0%
Cc1c(NC(=O)CN2C(=O)c3ccccc3S2(=O)=O)c(=O)n(-c2ccccc2)n1C | 3% | -6% | 3%
COc1ccc([C@@H]2CC=C(C(=O)O)[C@H](c3cccc(Cl)c3)N2S(=O)(=O)c2ccc(Cl)cc2)cc1 | -29% | -12% | 6%
O=C(O)CSC1c2ccccc2C(=O)N1c1ccccc1 (centres undefined) | 2% | -4% | 3%
COc1ccc(/C=C(\NC(=O)c2ccccc2)C(=O)N2CCC(C)CC2)cc1 | ? | -2% | -2%
COc1ccc(Nc2nnc(-c3ccc(N4CCOCC4)c([N+](=O)[O-])c3)c3ccccc23)cc1 | 23µM* | 2% | 6%
COc1ccc(S(=O)(=O)N2CCCCCC2)cc1C(=O)N(C)Cc1ccco1 | 18µM* | -2% | /
COc1cc(Nc2nc3ccc(Cl)cc3nc2-n2nc(C)cc2C)cc(OC)c1 | 8% | 4% | 5%
CCOc1ccccc1CNC(=O)Cn1c(=O)oc2ccccc21 | ? | 1% | 3%
O=C1[C@@H]2Cc3c([nH]c4ccccc34)C(c3ccccc3)N2C(=O)CN1C1CC1 (some centres undefined) | ? | 7% | /
CCC1CN(C(=O)N2CCC(C(=O)N3CCN(c4cc(C)ccc4C)CC3)CC2)c2ccccc2O1 (centres undefined) | 15µM* | -1% | 1%
Cc1ccc(S(=O)(=O)N2[C@@H](c3ccccc3)C(C(=O)O)=CC[C@H]2c2ccc3c(c2)OCO3)cc1 | -2% | -3% | 6%
CC(C)CCNC(=O)Cc1ccc(NC(=O)N2CCCCc3ccccc32)cc1 | ? | 27% | 7%
CC(C)(C)n1nnnc1C(c1ccc(C#N)cc1)N1CCCC2(CCCCC2)C1 (centres undefined) | 23µM* | -13% | 0%
CCOc1ccc(N(C)S(=O)(=O)c2cc(-c3cc(C)no3)ccc2CC)cc1 | 18µM* | -12% | 1%
COc1ccc(C)cc1NC(=O)c1nnn(Cc2cccc(C(F)(F)F)c2)c1N | -21% | -6% | 0%
Cn1cc(Br)c(C(=O)NC2C3CC4CC(C3)CC2C4)n1 (centres undefined) | 0% | -4% | 0%
Cc1c(C)c2ccc(O[C@@H]3O[C@H](CO)[C@H](O)[C@H](O)[C@H]3O)cc2oc1=O | 25% | -2% | /
CCOc1ccccc1NC(=O)CCc1c(C)nc2c3cccnc3nn2c1C | ? | -2% | 1%
COCCN(CC(=O)Nc1cccc(C)c1C)C(=O)c1cc2c(s1)CCC2 | -5% | -7% | 22µM*
COc1ccccc1NC(=O)c1ccc(NC(=O)C2COc3ccccc3O2)cc1 (centres undefined) | ? | -10% | 8%
CCOC(=O)c1ccc(NC(=O)Cn2ncc3c(C)n(Cc4ccccc4F)c(C)c3c2=O)cc1 | -26% | -24% | 5%
O=C(NC1CC1)c1sc2cc(Cl)ccc2c1Cl | 12µM* | 0% | /
Cn1c(/C=C/c2ccccc2)nc2ccccc21 | 16µM* | -5% | 0%
CCOc1ccc(N/C(=N/c2nc(C)cc(C)n2)NC(C)=O)cc1 | ? | 0% | /
Cc1onc(-c2c(F)cccc2Cl)c1C(=O)Nc1ccc(Cl)c(S(=O)(=O)N(C)C)c1 | ? | ? | 0%[56.1 µM]
Cc1ccc(S(=O)(=O)N2CCN(CC(=O)N/N=C/c3cc([N+](=O)[O-])ccc3Cl)CC2)cc1 | ? | -16% | 3%
COc1ccccc1NC(=O)Cc1nnc(SCC(=O)Nc2ccc(F)cc2F)n1C | -2% | -1% | -10%
Cc1ccc(S(=O)(=O)NNC(=S)Nc2cccc(F)c2)cc1 | -7% | 2% | 2%
COc1ccc(C(=S)NCS(=O)(=O)c2ccc(C)cc2)cc1 | ? | -6% | 11%
O=c1c2ccccc2n(Cc2ccccc2Cl)c(=O)n1CCc1ccccc1 | ? | 1% | 2%
COCCn1c(Cc2ccccc2)nnc1SCC(=O)Nc1ccccc1 | -1% | -3% | -5%
CCOC(=O)[C@@H]1[C@H]2COc3ccccc3[C@H]2N2C(=O)N(c3ccc(Cl)cc3)C(=O)[C@]12C | 21µM* | -10% | /
Cc1cc2oc3c(c(=O)c2cc1C)C1(C(=O)N(C)c2ccccc21)N(CCO)C3=O (centres undefined) | 2% | 0% | 4%
CCN1C(=O)[C@@H]2[C@H](C1=O)[C@@H]1C(=O)Nc3ccccc3C(=O)N1[C@@H]2c1cccc(C)c1 | 2% | -2% | -2%
CC(C)CCn1c(=O)c2sccc2n2c(CCCC(=O)Nc3ccc(F)c(Cl)c3)nnc12 | ? | -8% | -3%
C[C@@H](C(=O)NCCc1ccccc1)N1C(=O)N2CCc3c([nH]c4ccccc34)[C@@]2(C)C1=O | ? | ? | /
C[C@H](NC(=O)c1ccco1)C(=O)Nc1ccc(S(=O)(=O)N2CCCC2)cc1 | -10% | ? | 4%
CC(C)c1ccc(NC(=O)c2ccc(F)c(S(=O)(=O)N3CCc4ccccc43)c2)cc1 | 7.3µM* | 0% | 5%
O=C(NCCc1ccccc1)C1CCN(C(=O)c2ccc(F)cc2)CC1 | -28% | -7% | 5%
CCOC(=S)SCC(=O)Nc1nccs1 | 21µM* | -3% | 0%
O=C(C1CC1)N1N=C(c2ccc(F)cc2)CC1(O)C(F)(F)F (centres undefined) | -18% | -11% | /
C=CCOC(=O)C(C#N)c1nc2ccccc2nc1N1CCN(Cc2ccc3c(c2)OCO3)CC1 (centres undefined) | ? | -10% | 3%
Cn1cc(C(=O)c2ccc(Cl)cc2Cl)cc1C=O | ? | -9% | 5%
CCc1nnc(NC(=O)c2cc(Cl)ccn2)s1 | 2.6µM* | -2% | /
COc1ccc(C)cc1Nc1c2c(nc3nc(-c4cccs4)nn13)CCCC2 | -25% | -11% | 5%
COc1ccccc1CNC(=O)C1CC(c2ccccc2F)=NO1 (centres undefined) | 5% | 18% | 2%
COCc1c(C(=O)N/N=C(/C)c2cccs2)nnn1-c1nonc1N | 31%[activator] | -1% | -8%

Structural class: the compounds so far containing a furan ring, fused or not
SMILES | DT40 TDP1 no CPT | GCN5L2 inh | TDP1 block
COc1ccc(S(=O)(=O)N2CCCCCC2)cc1C(=O)N(C)Cc1ccco1 | 18µM* | -2% | /
C[C@H](NC(=O)c1ccco1)C(=O)Nc1ccc(S(=O)(=O)N2CCCC2)cc1 | -10% | ? | 4%

Some of these compounds in order of heavy-atom count, largest number first.
SMILES | DT40 TDP1 no CPT | GCN5L2 inh | TDP1 block
Cc1ccc(S(=O)(=O)NNC(=S)Nc2cccc(F)c2)cc1 | -7% | 2% | 2%
Cn1cc(C(=O)c2ccc(Cl)cc2Cl)cc1C=O | ? | -9% | 5%
O=C(NC1CC1)c1sc2cc(Cl)ccc2c1Cl | 12µM* | 0% | /

Not a retest: an excerpt of the list.
SMILES | DT40 TDP1 no CPT | GCN5L2 inh | TDP1 block
COc1ccccc1CNC(=O)C1CC(c2ccccc2F)=NO1 (centres undefined) | 5% | 18% | 2%
COCc1c(C(=O)N/N=C(/C)c2cccs2)nnn1-c1nonc1N | 31%[activator] | -1% | -8%

Screens as filed in PubChem.
